# Bioassay records (PubChem)
# PLC-beta3 inh: inhibitors of human phospholipase C beta3; Purified PLC-beta3, fluorogenic substrate, fluorescence; inhibition, % at 12.2 µM; 370,000 tested, 0.18% active; in the data active = inhibition above about 11%;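 note: 0% = median of compound wells on plate and 100% = full blocker control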
# ASAP1 GAP inh: blocks human ASAP1-stimulated Arf1 GTP hydrolysis | inhibition, % at 16.5 µM | GDP FP detection | AID 624377 | 360,000 tested, 0.19% active; in the data active = inhibition above about 25%;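 note: 0% = vehicle with enzyme and substrate and 100% = no enzyme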
# TDP2 inh: blocks human TDP2 phosphodiesterase activity; recombinant TDP2, T5PNP hydrolysis, p-nitrophenol absorbance 415 nm; inhibition, % at 12.8 µM; 370,000 tested, 0.34% active; AID 720702;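 active = inhibition above the mean of all tested compounds plus 3 SD, set per campaign, cut at about 25% in these data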;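 note: 0% = DMSO with enzyme and 100% = buffer with substrate but no TDP2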
#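 Test system: human TDP2 enzyme; Input: 120 nM TDP2 per well; Buffer or medium: Mg2+-containing Tris-HCl buffer, pH 7.5; Reagent: 5 mM T5PNP; Dosing: 12.8 µM single point, 1% DMSO; Incubation: reaction 2 h, 37 °C; Detection: p-Nitrophenol epi absorbance; Read-out: % inhibition relative to enzyme-containing and enzyme-free wells; Replicates: single well per compound.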
# SIAE primary: inhibitors of human sialic acid acetylesterase SIAE | inhibition, % at 9.66 µM | SIAE FP-Rh probe binding, fluorescence polarization | AID 1053197 | 370,000 tested, 0.69% active;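 active = inhibition above a cutoff: mean of compounds within the control limits plus 3 SD of those, cut at about 17% in these data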;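 note: 0% = plate median of compound wells and 100% = probe without SIAE protein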
# Tn6 DDE FP: disrupts Tn6 cyclic peptide binding to fibrin D-Dimer-E complex | P02675 | Fibrin DD(E) TRITC-Tn6 fluorescence polarization displacement | inhibition, % at 8.3 µM | 370,000 tested, 0.21% active | AID 720509;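 active = inhibition above a per-campaign cutoff: mean of compounds within control limits plus 3 SD, cut at about 15% in these data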;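 note: 0% = median of all compound wells on the plate and 100% = blocking peptide control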
# Target sequence (P02675 whole entry, looked up): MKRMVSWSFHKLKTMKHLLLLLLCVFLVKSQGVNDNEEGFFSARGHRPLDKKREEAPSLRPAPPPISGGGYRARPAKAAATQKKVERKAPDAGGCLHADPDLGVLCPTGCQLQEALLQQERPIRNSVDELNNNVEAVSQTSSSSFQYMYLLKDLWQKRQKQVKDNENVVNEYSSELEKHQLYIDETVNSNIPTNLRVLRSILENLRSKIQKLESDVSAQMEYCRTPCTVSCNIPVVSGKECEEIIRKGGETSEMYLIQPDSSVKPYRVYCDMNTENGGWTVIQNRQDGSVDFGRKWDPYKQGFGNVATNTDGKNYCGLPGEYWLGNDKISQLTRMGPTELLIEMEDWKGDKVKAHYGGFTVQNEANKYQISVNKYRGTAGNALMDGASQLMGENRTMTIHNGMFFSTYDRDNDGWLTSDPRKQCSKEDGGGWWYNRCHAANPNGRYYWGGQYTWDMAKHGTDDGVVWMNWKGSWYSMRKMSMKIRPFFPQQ
# Tn7 DDE FP: DD(E)-Tn7 binding inhibition, primary FP screen | inhibition, % at 8.3 µM | P02675 | FP displacement of FITC-Tn7 peptide from fibrin DD(E); 0% = median of compound wells per plate | 370,000 tested, 0.13% active | AID 720508;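 active = inhibition above the mean of compounds falling within the control limits plus 3 SD of them, cut at about 14% in these data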;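 note: 0% = plate median of compound wells and 100% = 10 µM Aha-Tn7 peptide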
#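 System: human fibrin DD(E); quantity: Fibrin-DD(E) at 2 µM final; also added: fluorescent Tn7 probe at 0.1 µM; compound dosing: single nominal test concentration of 8.3 µM per compound; schedule: 10 min preincubation, 3 h with tracer, room temperature; detection: fluorescence polarization of the labelled Tn7 tracer; repeats: one replicate per compound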
# PLCg1 inh: inhibitors of human phospholipase C gamma1; P19174; purified PLC-gamma1, fluorogenic substrate, fluorescence; inhibition, % at 12.2 µM; 370,000 tested, 0.84% active; in the data active = inhibition above about 9.5%
# ADAM17 inh: inhibits human ADAM17. AID 720648. inhibition, % at 6.95 µM. P78536. 370,000 tested, 0.83% active. recombinant ADAM17, EDANS/DABCYL FRET peptide cleavage;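 active = inhibition above the mean of compounds lying between control limits plus 3 SD, set per campaign, cut at about 8.5% in these data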;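 note: 0% = DMSO-only wells as the low control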
# ARFGAP1 inhibitor: rat ARFGAP1 inhibition; inhibition, % at 16.5 µM; Q62848; 360,000 tested, 0.26% active; Arfgap1-stimulated ARF1 GTP hydrolysis, GDP FP detection;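 active = inhibition above a per-plate limit, mean inhibition of low control wells plus 3 SD, cut at about 25% in these data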;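 note: 0% = DMSO wells with enzyme and 100% = wells lacking Arfgap1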
#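 Assay system: purified rat His6-Arfgap1 residues 1-136 (GAP domain); Reagent: human Δ17 ARF1 bound to GTP; Dosing: 16.5 µM single point, 1.26% DMSO; Times: GTP hydrolysis reaction 2 h at 25 °C; Signal: FP, GDP Alexa 633 tracer displaced from anti-GDP antibody, 620/688 nm; Measure: % inhibition from polarization.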
# ADAM10 inh: inhibits human ADAM10. recombinant ADAM10, EDANS/DABCYL FRET peptide cleavage, 3 h. inhibition, % at 7 µM. 370,000 tested, 0.62% active. AID 720582;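 active = inhibition above a per-campaign cutoff equal to the mean of compounds falling between control-based bounds plus 3 SD, cut at about 20% in these data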;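 note: 0% = DMSO wells while the 100% control is not disclosed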
# Target sequence (O14672 214-748 limits assumed): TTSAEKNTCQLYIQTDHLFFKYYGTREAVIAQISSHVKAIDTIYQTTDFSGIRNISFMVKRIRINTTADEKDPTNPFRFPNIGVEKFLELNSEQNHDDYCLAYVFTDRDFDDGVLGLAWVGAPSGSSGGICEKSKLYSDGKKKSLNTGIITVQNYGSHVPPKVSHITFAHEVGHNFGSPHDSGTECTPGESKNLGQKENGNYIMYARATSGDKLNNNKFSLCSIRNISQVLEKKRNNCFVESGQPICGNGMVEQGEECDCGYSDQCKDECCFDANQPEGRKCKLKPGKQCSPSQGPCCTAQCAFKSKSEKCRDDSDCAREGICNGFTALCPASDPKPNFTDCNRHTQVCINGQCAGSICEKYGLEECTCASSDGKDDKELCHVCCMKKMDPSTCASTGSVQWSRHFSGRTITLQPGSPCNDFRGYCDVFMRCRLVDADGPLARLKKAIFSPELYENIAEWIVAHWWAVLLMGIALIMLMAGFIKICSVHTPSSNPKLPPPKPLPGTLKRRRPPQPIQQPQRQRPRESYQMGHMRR
# Starred values were filed as active, the others as inactive; i = inactive.
Molecule	PLC-beta3 inh	ASAP1 GAP inh	TDP2 inh	SIAE primary	Tn6 DDE FP	Tn7 DDE FP	PLCg1 inh	ADAM17 inh	ARFGAP1 inhibitor	ADAM10 inh
COc1ccccc1N1CCN(C2CCCN(C(=O)c3cc(C(C)C)on3)C2)CC1 (configuration not stated)	4	6	5	12	-7	-4	2	-3	-2	-7
Cc1ccc(C(=O)NCN2CCN(c3ccccc3)CC2)cc1	-1	11	5	14	2	-6	0	0	7	-3
CCc1ccc(-c2nn(Cc3ccccc3)cc2/C=C/C(=O)O)cc1	-1	17	6	-1	1	1	2	-1	1	0
COC(=O)c1ccc(NC(=O)CN2CCN(c3cccc(Cl)c3)CC2)cc1	-6	-8	10	8	-8	3	-4	-2	-8	6
O=C(COC(=O)c1ccc(F)cc1)NCC1CCCCC1	-2	4	-1	9	-1	0	2	-4	7	-11
CCC1(CC)NC(=O)N(Cc2nc3ccccc3s2)C1=O	-4	5	-11	6	-13	0	4	-1	-8	7
Nc1ccc(S(=O)(=O)Nc2ccc(S(N)(=O)=O)cc2)cc1	3	-1	16	-3	0	0	1	-1	-11	0
COc1ccc(NC(=O)NCCCCc2ccccc2)cc1OC	-11	-3	1	4	-4	6	2	-4	10	-1
O=C(CNC(=O)[C@@H]1Cc2ccccc2CN1)NCc1ccco1	-17	-9	2	-2	-6	-1	-7	-7	6	-9
COc1cc(NC(=S)N(C)CCC#N)c(OC)cc1Cl	-2	-3	-1	-4	0	7	3	-5	7	-1
C=CCNc1oc(-c2cccs2)nc1S(=O)(=O)c1ccccc1	-24	-6	10	6	-13	8	-12	-5	-8	0
CC(C)n1c(NCc2c[nH]c3ccccc23)nc2ccccc21	-1	0	-6	-2	-9	-1	1	-2	15	1
Cc1ccc(NC(=O)CSc2n[nH]c(-c3ccncc3)n2)cc1C	0	-3	4	0	-2	0	-1	-1	-6	0
O=C(O)CC(=O)Nc1ccc(Oc2ccc(C(F)(F)F)cn2)c(Cl)c1	-3	9	2	-5	-1	0	1	-3	-9	-1
COc1ccc(C(=O)Nc2ccccc2)cc1S(=O)(=O)Nc1cc(C)on1	5	3	-9	0	5	-3	6	-1	2	-4
O=C(NCCO)C(=O)NCC(c1ccc2c(c1)OCO2)N1CCN(c2ccc(F)cc2)CC1 (configuration not stated)	-4	3	-1	-2	1	7	-2	-2	-7	-3
Cc1cccc(C(=O)NNC(=O)CCn2nnc3ccccc32)c1	-3	7	2	-1	-3	-3	2	-4	4	-11
CCN(CC)CCNC(=O)C(Cl)=C1C(Cl)=C(Cl)C(Cl)=C1Cl	-1	-5	3	9	3	3	1	-4	-2	-8
CCCCn1c(SCC(=O)NCCc2ccc(OC)c(OC)c2)nc2c1c(=O)n(C)c(=O)n2C	1	1	6	-1	1	1	-1	-5	10	-8
COCCNC(=O)COC(=O)c1cc(-c2ccc(OC)cc2)nc2ccccc12	i	14	1	-5	-2	-1	i	-100	1	-335
O=C(CSc1n[nH]c(=O)n1Cc1ccco1)N1CCOCC1	-6	-1	-4	-6	2	3	1	-4	-6	0
O=C(O)c1ccc2c(c1Nc1ccccc1)C(=O)c1ccccc1C2=O	2	-2	-17	7	-3	5	10*	3	-12	5
O=C(CSc1nnnn1C1CCCCC1)NCc1ccc2c(c1)OCO2	-4	0	4	1	-1	3	-2	-5	14	-5
CN(C)CCN(C(=O)c1cc(Cl)sc1Cl)c1nc2ccc(F)cc2s1	-3	-1	1	4	6	-11	-4	-3	6	-5

# Structures listed so far with two or more sulfur atoms, in the order listed:
Molecule	PLC-beta3 inh	ASAP1 GAP inh	TDP2 inh	SIAE primary	Tn6 DDE FP	Tn7 DDE FP	PLCg1 inh	ADAM17 inh	ARFGAP1 inhibitor	ADAM10 inh
Nc1ccc(S(=O)(=O)Nc2ccc(S(N)(=O)=O)cc2)cc1	3	-1	16	-3	0	0	1	-1	-11	0
C=CCNc1oc(-c2cccs2)nc1S(=O)(=O)c1ccccc1	-24	-6	10	6	-13	8	-12	-5	-8	0
CN(C)CCN(C(=O)c1cc(Cl)sc1Cl)c1nc2ccc(F)cc2s1	-3	-1	1	4	6	-11	-4	-3	6	-5

# Remaining list, next part
Molecule	PLC-beta3 inh	ASAP1 GAP inh	TDP2 inh	SIAE primary	Tn6 DDE FP	Tn7 DDE FP	PLCg1 inh	ADAM17 inh	ARFGAP1 inhibitor	ADAM10 inh
O=C(c1ccccc1)N1CCC(c2nc(-c3ccc(S(=O)(=O)N4CCOCC4)cc3)no2)CC1	6	0	-17	2	3	-5	8	8	-3	6
O=S(=O)(NCCc1ccncc1)c1ccc(Br)cc1	2	5	1	-2	-1	0	-1	1	-2	3
COc1ccc(-c2onc3ccc(Br)cc23)cc1	-12	2	-1	3	1	2	-9	-6	-2	-10
Cc1ccc(NC(=O)c2cc3ccccc3o2)cc1Cl	-8	9	6	-17	-13	-10	-4	0	1	-24
O=C(CSc1nc(-c2ccco2)cc(C(F)(F)F)n1)Nc1ccc(C(=O)N2CCOCC2)cc1	-1	-4	4	0	-5	-7	-3	-4	3	-10
CCc1ccccc1N(CC)C(=O)C1CCN(c2ncnc3c2nc2n3CCCCC2)CC1	-5	2	-13	1	5	5	3	4	5	-1
COc1ccc2c(c1)c(C(=O)CN1CCOCC1)c(C)n2C	-10	-4	2	5	4	-3	-7	-6	6	-2
O=C(NCc1cccc(Cl)c1)C1=CC=CN2CCS(=O)(=O)N=C12	-200	12	-8	-9	-7	-5	-158	-147	-2	-487
COCCC(=O)N1CCc2c([nH]c3ccccc23)C1C(C)(C)C (configuration not stated)	-12	7	-8	-6	-6	-3	-3	-6	11	-4
Cc1ccc([C@@H]2[C@@H]3C(=O)N(c4ccccc4)C(=O)[C@@H]3[C@]3(C)C(=O)N(Cc4ccccn4)CC(=O)N23)o1	-5	-6	9	4	-1	2	-2	-4	-1	7
O=C(COc1ccc(-c2ccccc2)cc1)N/N=C/c1cccnc1	1	4	-10	-1	2	-4	-2	0	19	-5
Oc1ccc2ccccc2c1N=Nc1ccccn1	-3	-10	-4	2	-5	1	6	4	-12	10
Oc1ccccc1C1CC(c2cccs2)=NC(c2cccc(Br)c2)N1 (configuration not stated)	-17	7	1	-2	105*	6	-9	-3	-13	-8
C=C(C)CC(NCc1ccco1)c1ccc(OC)cc1 (configuration not stated)	0	21	6	1	0	2	-2	-3	1	0
CC(C)(CO)NC(=O)CC1C(=O)NCCN1Cc1ccc(-c2ccccc2)cc1 (configuration not stated)	-12	-4	-5	4	1	-2	-4	-8	2	-16
COc1cc(NC(=O)COC(=O)c2ccccc2SCC(=O)N2CCCC2)cc(OC)c1	-4	-19	4	7	11	4	-3	-3	-12	-2
CN(C(=O)c1ccc(NC(=O)Cc2cccc([N+](=O)[O-])c2)cc1)C1CCCC1	4	4	-5	5	14	-1	2	4	0	1
CC1(C)CC(=O)C(N=Nc2cccc(F)c2C#N)=C(O)C1	-5	2	-7	-3	5	3	2	0	3	-2
O=C(c1ccc(Br)o1)N1CCN(Cc2ccc3c(c2)OCO3)CC1	2	-2	6	6	-1	-2	3	-2	-14	-5
Cc1ccc(-n2c(SCC(=O)Nc3ccc4c(c3)OCO4)nnc2-c2cccs2)cc1	-18	13	-4	0	3	11	-15	-4	-10	-4
S=c1[nH]nc(-c2cc(-c3ccccc3)n[nH]2)n1/N=C/c1c(Cl)cccc1Cl	-7	-2	3	-16	-3	2	4	-3	-5	-3
O=C1CSC(=Nc2ccc(O)cc2)N1	4	-4	12	3	1	5	3	-1	-14	-1
O=S(=O)(Nc1cccc(-n2cnnn2)c1)c1ccc(F)cc1	-6	0	8	7	-6	-4	-3	-1	-3	-6
CN(C)S(=O)(=O)c1cccc(COC(=O)CNC(=O)c2ccc(Br)o2)c1	-7	6	8	5	0	4	0	4	3	-2
O=C(O)CN=C(NS(=O)(=O)c1ccc(Cl)cc1)c1ccccc1	4	-14	-10	-6	4	6	2	-8	0	-16
COc1ccc(N(Cc2cc3ccccc3[nH]c2=O)C(=O)C2CCCO2)cc1 (configuration not stated)	-8	-5	-5	-1	-4	4	2	-3	-4	2
S=C(Nc1ccc(Cl)cc1)Nc1ccc2c(c1)OCCO2	-5	-5	15	4	-9	3	-2	-3	2	-4
C#CCOCCOCCOCCNc1nc(N2CCOCC2)nc(N2CCN(C(=O)[C@H](Cc3ccc(O)cc3)n3cc([C@@H](N)C(C)CC)nn3)CC2)n1 (some centres not stated)	9	0	4	2	0	-4	3	3	13	3
COc1ccc(NS(=O)(=O)c2cccc(C(=O)NNC(=O)CNC(=O)c3cccc(C)c3)c2)cc1	-7	-8	-3	-5	-5	1	-2	5	7	0
COc1cccc(C(=O)N2CCN(C3CCN(Cc4ccccc4)CC3)CC2)c1OC	-9	-4	5	8	-9	-4	1	-10	-11	-12
COC(=O)C(CO)Nc1ncnc2onc(-c3ccc(F)cc3)c12 (configuration not stated)	-5	10	3	-1	-4	5	4	-1	11	6
CCOc1cc(C(=O)O)cc(Cl)c1OCC#N	-2	-8	5	10	4	-11	-2	-3	2	-2
CC(C)C(=O)c1cn(CC(=O)NCC2CCCO2)c2ccccc12 (configuration not stated)	4	6	0	-8	5	1	3	1	-5	1
CC[C@H](C)C(N)c1cn([C@@H](CC(N)=O)C(=O)N2CCNCC2)nn1 (some centres not stated)	0	-4	3	1	-7	2	3	3	11	-3
C/C(=C1/SC(N2CCCC2)=NC1=O)c1ccc(Br)cc1	-2	-11	-12	1	-4	-7	1	6	8	-11
CCCCc1ccc(NC(=S)N2CCN(C(=O)c3ccco3)CC2)cc1	-15	-12	-6	1	-4	1	-8	6	6	-5
COC(=O)C1=C(C)NC(=O)NC1c1ccc(-c2ccccc2Cl)o1 (configuration not stated)	-5	-6	11	-11	-5	4	-2	-4	0	-2
O=C(C[C@@H]1C/C=C\C[C@@H](NC(=O)OCC2c3ccccc3-c3ccccc32)C(=O)OC[C@@H](Cc2ccccc2)NC1=O)NCCO	-3	2	-2	3	-1	-3	-1	6	16	-12
O=C1C2CC=CCC2C(=O)N1c1nc2n(n1)C(c1ccccc1)CC(c1ccccc1)N2 (configuration not stated)	-20	-2	6	2	-5	-8	-11	-4	1	-1
Cc1ccc(C(=O)N2CCN(C)CC2)cc1[N+](=O)[O-]	-11	11	5	-3	1	-1	2	-3	-3	1
